KCNQ1 act = potentiators or activators of human KCNQ1 potassium channel; B-score at 10 µM; AID 2648; CHO-K1 KCNQ1, thallium flux FluxOR fluorescence; active compounds read high; hit rate 0.35% among 310,000;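 active means fluorescence ratio B-score, a plate-corrected score, at least three library SD, with initial intensity B-score within 5 SD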
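Material: CHO-K1 cells stably expressing KCNQ1. Medium: assay buffer for compound exposure, DMSO matched across wells. Reagent: K+/Tl+ depolarizing stimulus. Compound dosing: single-concentration screen. Times: 37 °C overnight plating, 90-min dark dye load, 20-min compound pretreatment. Technique: FluxOR Tl+ flux fluorescence.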
PolyA inhibitor = blocks polyadenylation in yeast reporter cells. calls only at 12 µM. S. cerevisiae SKY197-pL101 polyadenylation reporter, beta-gal luminescence; efflux-impaired pdr1/pdr3 knockout yeast; score 100 = 6 SD above DMSO. hit rate 0.02% among 300,000;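 active means lowest replicate activity score at least 50, where 100 means six control SD above control mean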;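 further: yeast exposed to compound for 9 h at 30 °C; higher score means more reporter readthrough which indicates perturbed polyadenylation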
KCNK9 inh = blocks the human KCNK9 two-pore domain potassium channel. Q9NPC2. HEK293 KCNK9, FluxOR thallium flux fluorescence; active compounds read low. B-score at 10 µM. hit rate 1.2% among 310,000;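 active means ratio B-score over 3 SD below the library mean, with starting fluorescence within 5 SD of its mean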;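 further: negative B-score means less thallium flux so channel inhibition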
Target sequence (Q9NPC2 whole entry, looked up, the tested form may be a part): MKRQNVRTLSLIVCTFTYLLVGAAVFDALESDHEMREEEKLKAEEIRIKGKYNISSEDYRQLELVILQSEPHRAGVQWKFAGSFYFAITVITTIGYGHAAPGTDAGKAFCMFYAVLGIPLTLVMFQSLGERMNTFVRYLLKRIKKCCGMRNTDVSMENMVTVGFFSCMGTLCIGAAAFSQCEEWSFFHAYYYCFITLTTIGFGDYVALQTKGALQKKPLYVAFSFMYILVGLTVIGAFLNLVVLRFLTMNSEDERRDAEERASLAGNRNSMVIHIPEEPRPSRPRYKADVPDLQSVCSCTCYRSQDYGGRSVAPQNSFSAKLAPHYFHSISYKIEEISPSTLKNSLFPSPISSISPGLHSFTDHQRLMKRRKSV
KCNQ1 block = blocks the human KCNQ1 potassium channel; B-score at 10 µM; hit rate 1.3% among 310,000; CHO-K1 KCNQ1, FluxOR thallium flux fluorescence; active compounds read high; AID 2642;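 active means compounds whose thallium flux B-score, printed positive for inhibition, exceeds three library SD while starting fluorescence stays within three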;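 further: channel opened by potassium depolarization with thallium stimulus after 20 min compound exposure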
GSK3beta inhib = human GSK3beta kinase inhibition; P49841; GST-GSK3beta kinase, ADP-Glo luminescence, 60 min; active compounds read low; activity score (negative = inhibition), % at 10 µM; hit rate 0.038% among 300,000; AID 2097;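 active means more than half of replicate wells score below -50%, meaning over 50% inhibition versus plate controls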;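 further: 0% = median DMSO wells and -100% = median GW8510 positive control wells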
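test system = GST-tagged human GSK3beta kinase, cell-free | reagent = 25 µM ATP with peptide substrate | dosing = one dose of 10 µM per compound | schedule = 60 min reaction, RT | detection = luminescent ADP-Glo measurement of ADP formed | control set = DMSO neutral wells and GW8510 at 20 µM as positive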
hERG rescue = shields human hERG channel from block by proarrhythmic agents; Q12809; CHO-hERG, FluxOR thallium flux, dofetilide IC70 present; activation (rescue from dofetilide block), less the hit threshold, % at 10 µM; hit rate 0.51% among 310,000; AID 1511;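 active means activation above the mean of controls blocked by dofetilide plus 5 SD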;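 further: thallium influx through hERG after potassium depolarization seen as dye fluorescence rise; in these data hits start at about 4.7%; inactives centre near -7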
DYRK1A inh = blocks rat Dyrk1A kinase activity; hit rate 0.43% among 310,000; inhibition, % at 12.5 µM; ADP-Glo luminescence, NFATc1 peptide; Q63470; in the data active means inhibition above about 50%;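 further: plate controls were vehicle with enzyme for no effect and no enzyme for full effect; many of its hits are not listed in these tables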
KCNK3 inh = human KCNK3 channel inhibition, primary screen. AID 602410. B-score at 10 µM. hit rate 0.84% among 340,000. O14649. CHO-KCNK3 thallium flux, FluxOR fluorescence; active compounds read low;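 active means B-score under library mean minus 4 SD, starting fluorescence ratio at most library mean plus 5 SD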;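 further: more negative B-score means stronger inhibition of thallium flux through KCNK3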
Target sequence (O14649 whole entry, looked up): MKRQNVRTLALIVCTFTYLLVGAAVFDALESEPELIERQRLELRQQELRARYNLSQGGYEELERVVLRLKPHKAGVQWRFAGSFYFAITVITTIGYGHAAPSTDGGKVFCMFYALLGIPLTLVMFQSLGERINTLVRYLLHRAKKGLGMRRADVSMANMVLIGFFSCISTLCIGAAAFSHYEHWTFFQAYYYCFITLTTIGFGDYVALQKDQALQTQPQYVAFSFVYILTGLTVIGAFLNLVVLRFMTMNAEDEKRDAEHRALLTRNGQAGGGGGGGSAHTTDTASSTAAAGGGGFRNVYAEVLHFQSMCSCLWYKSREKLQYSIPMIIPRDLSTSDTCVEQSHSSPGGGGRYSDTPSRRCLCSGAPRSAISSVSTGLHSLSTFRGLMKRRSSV
GSK3 alpha inh = inhibitors of human GSK-3 alpha kinase | P49840 | hit rate 0.1% among 320,000 | inhibition, % at 10 µM | ADP-Glo luminescence, 60 min;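 in the data active means inhibition above about 50%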;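 further: GST-tagged GSK-3 alpha with peptide substrate and 25 µM ATP; 0% = DMSO neutral wells and 100% = GW8510 positive control wells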
HDAC3 inh = blocks human histone deacetylase 3; O15379; recombinant HDAC3, fluorogenic peptide/trypsin coupled, fluorescence; inhibition, % at 8.3 µM; hit rate 0.15% among 320,000; AID 2718; in the data active means inhibition above about 26%, passing the limit was not always enough
RGS4 pot = RGS4 potentiation or activation. HEK293 M3R/inducible RGS4, carbachol calcium flux Fluo4; active compounds read low. hit rate 0.92% among 310,000. B-score at 10 µM;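 active means B-score of the integrated calcium signal more than 4 SD below the library mean, with starting fluorescence not abnormally high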;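 further: negative B-score means reduced calcium response which marks RGS4 activation or potentiation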
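Detection: kinetic calcium fluorescence imaging with Fluo4-AM dye, 2 µM / Material: HEK293 cells with stable M3R and inducible RGS4 / Schedule: recording 10 s baseline at 1 Hz, 100 s post-agonist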
* hit, by the source's call; i = inactive; x = no result given. This is a subset; the hit share may differ from the screen's.

SMILES | KCNQ1 act | PolyA inhibitor | KCNK9 inh | KCNQ1 block | GSK3beta inhib | hERG rescue | DYRK1A inh | KCNK3 inh | GSK3 alpha inh | HDAC3 inh | RGS4 pot
O=C(CCn1nnnc1CN1CCOCC1)N1CCC(c2ccccc2F)C1 (centres undefined) | i | i | i | i | 0 | -6 | -2 | i | -1 | -3 | i
O=C(CCc1ccccc1)NNC(=O)COc1ccc(Br)cc1 | i | i | i | i | 0 | -5 | 3 | i | 0 | -1 | i
O=C(N/N=C\c1cc(Br)c(Br)o1)C1COc2ccccc2O1 (centres undefined) | i | i | i | i | 0 | -7 | -3 | i | 1 | 4 | i
CCCCOc1ccccc1C1NC(=O)NC(C)=C1C(=O)OCCOCC (centres undefined) | i | i | i | i | 0 | 1 | 2 | i | 2 | 8 | i
CN(C)c1ccc(S(=O)(=O)NCC(=O)N2CCN(c3ccccc3)CC2)cc1[N+](=O)[O-] | i | i | i | i | -2 | -11 | 12 | i | 0 | 1 | i
OC(COc1ccc2c(c1)CCC2)CN1CCN(c2ccccc2F)CC1 (centres undefined) | i | i | i | i | -2 | -9 | 2 | i | -1 | 4 | i
COc1ccc2cc(-c3cc(C(=O)OCC(=O)Nc4c(C)n(C)n(-c5ccccc5)c4=O)c4ccccc4n3)ccc2c1 | i | i | i | i | 2 | -4 | 3 | i | x | x | i
CCOC(=O)c1c(C)[nH]c(C)c1S(=O)(=O)NCCN1CCN(c2cc(Cl)ccc2C)CC1 | i | i | i | i | -3 | -4 | -4 | i | -2 | 6 | i
C[C@@H]1CCC[C@H](C)N1Cc1nc(Cc2ccccc2Cl)no1 | i | i | i | i | 2 | -3 | 5 | i | -2 | -4 | i
COc1cc(CNCc2ccc(OC)c3ccccc23)cc(OC)c1OC | i | i | i | i | -1 | -8 | 2 | i | 0 | 8 | i
O=C(O)c1nc(Cl)c(Cl)c(N/N=C/c2ccccc2C(F)(F)F)c1Cl | i | i | i | i | 2 | -9 | -8 | i | -2 | 1 | i
COCC(=O)N1CCC(Oc2ccc(C(=O)N3C[C@@H]4CCC[C@H]3C4)cc2)CC1 | i | i | i | i | 0 | -12 | -2 | i | x | x | i
Cc1cc(N2CCCCC2)nc2c(C)cccc12 | i | i | i | i | 0 | -22 | -2 | i | -1 | 2 | i
CC1CCCCN1C(=O)CCNC(=O)Cn1cnc2ccccc2c1=O (centres undefined) | i | i | i | i | -3 | -4 | -4 | i | 0 | 5 | i
Cc1cc(C)c2nc(SCC(=O)NC(=O)c3cccn3C)cc(C)c2c1 | i | i | i | i | 3 | -10 | 0 | i | -3 | 3 | i
CCOc1ccc(C(C)=O)cc1Cc1c(O)nc(N)[nH]c1=O | i | i | i | i | -2 | -2 | x | x | 0 | 12 | i
O=C(N=Nc1c(O)[nH]c2ccccc12)c1ccccc1NS(=O)(=O)c1cccs1 | i | i | i | i | -2 | -1 | -2 | i | 0 | 4 | i
COc1cccc(/C(C)=N/Nc2ncc(Cl)cc2Cl)c1 | i | i | i | i | -1 | -2 | -1 | i | -1 | 11 | i
COc1cc(OC)c(C(=O)Nc2ccc3ccccc3c2)cc1OC | i | i | i | i | 4 | -9 | 11 | i | -4 | -10 | i
CC(=O)c1cc(-c2ccccc2)n(CC(=O)Nc2cccc(C)c2C)c1C | i | i | i | i | 0 | -2 | -1 | i | -2 | -8 | i
CC(C)(C)c1ccc(C(=O)NCc2ccccc2)cc1 | i | i | i | i | 5 | 0 | -2 | i | -4 | 3 | i
Cc1cccc(C(=O)Nc2ccc(N3CCN(S(C)(=O)=O)CC3)cc2)c1 | i | i | i | i | 0 | -3 | 1 | i | 1 | -2 | i
O=C1CN(S(=O)(=O)c2ccccc2)CCN1S(=O)(=O)c1ccccc1 | i | i | i | i | -5 | -6 | -7 | i | -2 | 2 | i
O=c1c2ccccc2n2c(-c3ccc(F)cc3)nnc2n1Cc1ccccc1 | i | i | i | i | 0 | -6 | -3 | i | 4 | x | i
CN(C)c1ccc(-n2cccc2/C=C2/SC(=Nc3ccc(F)cc3)NC2=O)cc1 | i | i | i | i | 3 | -3 | -5 | i | -2 | 1 | i
More entries:
SMILES | KCNQ1 act | PolyA inhibitor | KCNK9 inh | KCNQ1 block | GSK3beta inhib | hERG rescue | DYRK1A inh | KCNK3 inh | GSK3 alpha inh | HDAC3 inh | RGS4 pot
CN1CCN(C(=O)c2cc3nc(-c4ccco4)cc(C(F)(F)F)n3n2)CC1 | i | i | i | i | -2 | -11 | 2 | i | 0 | -13 | i
CN(C)S(=O)(=O)c1cccc(NC(=O)COC(=O)c2cc(=O)c3ccccc3o2)c1 | i | i | i | i | -2 | -5 | 2 | i | 5 | -16 | i
O=C(N/N=C/c1ccc(OC(=O)c2cccs2)cc1)c1cccc(F)c1 | i | i | i | i | 1 | -7 | -3 | i | -5 | -9 | i
Cc1ccc(S(=O)(=O)Oc2cc(N)c3c(n2)CCC3)cc1 | i | i | i | i | 0 | -4 | -4 | i | -3 | -5 | i
O=C(NC(=S)Nc1ccccc1Br)c1cccnc1 | i | i | i | i | -3 | -7 | x | i | -1 | 0 | i
CCC/C(O)=C1\C(=O)CC(c2ccccc2)CC1=NCCc1c(C)[nH]c2ccc(C)cc12 (centres undefined) | i | i | i | i | -1 | -5 | 2 | i | -2 | 6 | i
O=c1c2ccccc2oc2cc(NCCCN3CCOCC3)ccc12 | i | i | i | i | -2 | -8 | 17 | i | 3 | -241 | i
CCOc1ccc(C(=O)OCC(=O)N2CCCC2)cc1OCC | i | i | i | i | 0 | -11 | -4 | i | -1 | -5 | i
Cc1ccc(C(=O)CCC(=O)Nc2cccnc2)cc1C | i | i | i | i | 0 | -9 | -9 | i | 0 | -3 | i
O=C(Nc1ccc2c(c1)ncn2C1CCCCC1)c1ccco1 | i | i | i | i | -2 | -24 | 2 | i | 0 | -2 | i
CC1=C(C(=O)OCCOC(C)C)C(c2cccc3ccccc23)NC(=O)N1 (centres undefined) | i | i | i | i | 2 | -10 | 12 | i | 23 | -1 | i
Cc1onc(-c2c(Cl)cccc2Cl)c1C(=O)Nc1ccc(N2CCOCC2)cc1 | i | i | i | i | -1 | -18 | -1 | i | -3 | -8 | i
Cc1ccccc1NS(=O)(=O)c1ccc(C(=O)N2CCCC2)cc1 | i | i | i | i | -3 | -11 | -2 | i | -1 | 0 | i
Cc1cc(NC(=O)c2cc3n(n2)C(C(F)(F)F)CC(c2ccco2)N3)n(-c2ccccc2)n1 (centres undefined) | i | i | i | i | 2 | -5 | -2 | i | -3 | -5 | i
CCOc1cc(/C=N/NC(=S)Nc2ccccc2C(F)(F)F)ccc1OCC(=O)N1CCOCC1 | i | i | i | i | -2 | 1 | 7 | i | 1 | 1 | i
Cc1ccc(C(=O)COC(=O)CN2C(=O)C3CC=CCC3C2=O)cc1[N+](=O)[O-] (centres undefined) | i | i | i | i | 4 | -6 | 2 | i | 2 | 0 | i
COc1ccccc1NC(=O)/C(C#N)=C/c1c(C)nn(-c2ccc(F)cc2)c1Cl | i | i | i | i | 4 | -5 | -1 | i | 1 | 1 | i
O=C(Nc1ccccn1)c1ccco1 | i | i | i | i | -3 | -4 | -3 | i | -2 | 0 | i
COc1ccccc1C(=O)Nc1cccc(Oc2c(F)c(F)c(F)c(F)c2F)c1 | i | i | i | i | -1 | -7 | x | i | -1 | 0 | i
COc1ccc(-c2cc(C(=O)Nc3ccc(S(=O)(=O)Nc4ncccn4)cc3)c3ccccc3n2)cc1 | i | i | i | i | 2 | -12 | 1 | i | 6 | -5 | i
CCN(CC(=O)Nc1ccc(NC(C)=O)cc1)C(=O)c1cccc(Oc2ccccc2)c1 | i | i | i | i | -2 | -13 | 2 | i | -1 | 2 | i
COC(=O)c1cc(S(=O)(=O)Nc2cccc(OC)c2)cn1C | i | i | i | i | -5 | -4 | -2 | i | 3 | 2 | i
COc1ccc(NC(=O)C2CC(=O)N(c3ccccc3Cl)C2)c(OC)c1 (centres undefined) | i | i | i | i | -2 | -7 | 5 | i | -1 | -4 | i
C=CCOc1ccc(C2C(C(=O)c3ccc(C)o3)=C(O)C(=O)N2Cc2cccnc2)cc1 (centres undefined) | i | i | i | i | 2 | -5 | 5 | i | 0 | 2 | i
CCn1c(SCC(=O)N2CCCc3ccccc32)nnc1-c1cccs1 | i | i | i | i | 1 | -9 | x | i | 0 | -2 | i

Quoted from above, three compounds:
SMILES | KCNQ1 act | PolyA inhibitor | KCNK9 inh | KCNQ1 block | GSK3beta inhib | hERG rescue | DYRK1A inh | KCNK3 inh | GSK3 alpha inh | HDAC3 inh | RGS4 pot
COCC(=O)N1CCC(Oc2ccc(C(=O)N3C[C@@H]4CCC[C@H]3C4)cc2)CC1 | i | i | i | i | 0 | -12 | -2 | i | x | x | i
Cc1cc(N2CCCCC2)nc2c(C)cccc12 | i | i | i | i | 0 | -22 | -2 | i | -1 | 2 | i
CC1CCCCN1C(=O)CCNC(=O)Cn1cnc2ccccc2c1=O (centres undefined) | i | i | i | i | -3 | -4 | -4 | i | 0 | 5 | i

Later entries
SMILES | KCNQ1 act | PolyA inhibitor | KCNK9 inh | KCNQ1 block | GSK3beta inhib | hERG rescue | DYRK1A inh | KCNK3 inh | GSK3 alpha inh | HDAC3 inh | RGS4 pot
CN(C(=O)CCN1C(=O)S/C(=C\c2ccccc2)C1=O)C1CCS(=O)(=O)C1 (centres undefined) | i | i | i | i | 1 | -3 | 4 | i | -1 | 3 | i
NC(=O)c1ccc[n+](Cc2ccc(-c3ccccc3)cc2)c1 | i | i | i | i | 0 | -8 | -2 | i | 0 | 0 | i
Cc1ccc(NC(=O)CN(c2cc(C)cc(C)c2)S(=O)(=O)c2c(C)noc2C)nc1 | i | i | i | i | -2 | -4 | 7 | i | -2 | -10 | i
Cc1ccc(N2CC(C(=O)Nc3cccnc3)CC2=O)cc1 (centres undefined) | i | i | i | i | -2 | -13 | 1 | i | 0 | 3 | i
C/C(=N\NC(=O)c1nnn(-c2nonc2N)c1CN1CCCCCC1)c1ccc(Br)cc1 | i | i | i | i | -6 | -6 | 3 | i | 34 | 1 | i
COc1ccc([C@@H]2[C@@H]3C(=O)N(C(C)(C)C)C(=O)[C@@H]3[C@]3(C)C(=O)N(c4ccccc4)C(=O)N23)cc1 | i | i | i | i | -5 | -13 | 5 | i | -1 | 9 | i
O=C(O)c1cccc(S(=O)(=O)Nc2ccc(O)cc2Sc2nc3ccccc3s2)c1 | i | i | i | i | 2 | -8 | -1 | i | -2 | 4 | i
O=C(Nc1ccc(S(=O)(=O)NCCc2ccccc2)cc1)c1ccncc1 | i | i | i | i | 3 | -11 | 5 | i | 3 | 8 | i
c1ccc(-c2nc3ccccc3nc2N2CCOCC2)cc1 | i | i | i | i | -2 | -11 | 6 | i | 0 | 11 | i

Assay outcomes from PubChem.
